Screening data as filed in PubChem.
Growth percent in the NCI-60 one-dose screen (48 h, 10 µM unless noted): 100 = growth as untreated, 0 = no growth, -100 = all killed.
MALME-3M: MALME-3M melanoma | 78,000 tested, 5.8% active
T-47D: T-47D breast cancer; 79,000 tested, 5% active
HS 578T: HS 578T breast cancer; 78,000 tested, 4.1% active
LOX IMVI: LOX IMVI melanoma. AID 1794757. 79,000 tested, 7.4% active
SK-MEL-2: SK-MEL-2 melanoma. AID 1794763. 77,000 tested, 4.7% active
BT-549: BT-549 breast cancer | 78,000 tested, 4.4% active | AID 1794793
UACC-62: UACC-62 melanoma; 81,000 tested, 5.4% active
UACC-257: UACC-257 melanoma; 78,000 tested, 4.4% active; AID 1794764
An asterisk follows results filed as active; & = joins results of further samples; [ ] = dose if it differs, or a comment. Rule for the calls: active = growth percent below 10; inactive = the rest.

How did COc1ccccc1NCCCO do in these assays?
MALME-3M: 95; T-47D: 97; HS 578T: 101; LOX IMVI: 105; SK-MEL-2: 97; BT-549: 105; UACC-62: 100; UACC-257: 105

What do the screens show for `O=C(O)c1cocc1C(=O)O`?
MALME-3M: 99; T-47D: 103; HS 578T: 109; LOX IMVI: 96; SK-MEL-2: 105; BT-549: 108; UACC-62: 108; UACC-257: 108

Results for Cc1cc(Br)ccc1-n1cc(C#N)c(N)c1C(=O)c1ccc(C#N)cc1 ?
MALME-3M: 142; T-47D: 100; HS 578T: 103; LOX IMVI: 97; SK-MEL-2: 109; BT-549: 106; UACC-62: 99; UACC-257: 101

Results for Cc1nc2cc(Nc3nc(Nc4ccc(F)cc4)nc(-c4ccc(Cl)cc4)n3)ccc2n1Cc1ccccc1 ?
MALME-3M: 72; T-47D: 31; HS 578T: 75; LOX IMVI: 77; SK-MEL-2: 84; BT-549: 101; UACC-257: 69

Results for Cc1cc(N2CCN(C3CCCC3)CC2)n2c(nc3ccccc32)c1C#N ?
MALME-3M: 108; T-47D: 88; HS 578T: 103; LOX IMVI: 86; SK-MEL-2: 99; BT-549: 93; UACC-62: 99; UACC-257: 110

What do the screens show for `O=C1NC(=O)c2c(CCCSc3nc4ccccc4c(=O)n3CCc3ccccc3)cccc21`?
T-47D: 79; HS 578T: 74; LOX IMVI: 82; SK-MEL-2: 105; BT-549: 93; UACC-62: 90; UACC-257: 105

What do the screens show for `O=C1C=Cc2ccccc2/C1=C\c1sc(NC(=O)c2ccccc2)nc1O`?
MALME-3M: 106; HS 578T: 106; LOX IMVI: 97; SK-MEL-2: 114; BT-549: 101; UACC-62: 94; UACC-257: 115

How did Cn1cccc1-c1cc(-c2ccc(Br)cc2)n(N=O)c(=O)c1C#N do in these assays?
MALME-3M: 114; T-47D: 94; HS 578T: 113; LOX IMVI: 97; SK-MEL-2: 98; BT-549: 67; UACC-62: 90; UACC-257: 106

Results for CC(C)OC(=O)[C@H](C)NP(=O)(OC[C@H]1O[C@@H](n2cnc3sc4c(=O)[nH]c(N)nc4c32)C(F)(F)[C@@H]1O)Oc1ccccc1 (some centres not stated) ?
MALME-3M: 96; T-47D: 87; HS 578T: 96; LOX IMVI: 102; SK-MEL-2: 93; BT-549: 98; UACC-62: 97; UACC-257: 87

Results for COc1ccc(C2NC(=O)Nc3c2c(=O)n(-c2ccccc2)c2ccccc32)cc1 (configuration not stated) ?
MALME-3M: 133; T-47D: 73; HS 578T: 106; LOX IMVI: 91; UACC-62: 88; UACC-257: 134

What do the screens show for `CCNc1ccc(/C=C2\C=Cc3ccccc32)cc1`?
MALME-3M: 94; T-47D: 51; HS 578T: 132; LOX IMVI: 92; SK-MEL-2: 130; BT-549: 101; UACC-62: 77

What do the screens show for `COc1ccc(NC(=O)Cn2c(=O)c3c(ncn3C)n(C)c2=O)cc1`?
MALME-3M: 103; T-47D: 95; HS 578T: 105; LOX IMVI: 95; SK-MEL-2: 104; BT-549: 101

How did COc1cc(/C=N/NC(=O)c2ccccc2Nc2ccnc(C(F)(F)F)c2)ccc1O do in these assays?
MALME-3M: 121; T-47D: 116; HS 578T: 97; LOX IMVI: 114; SK-MEL-2: 113; BT-549: 116; UACC-62: 115; UACC-257: 126

What do the screens show for `O=C1NC(=NCc2ccccc2)NC1(c1ccccc1)c1ccccc1`?
MALME-3M: 134; T-47D: 105; LOX IMVI: 95; SK-MEL-2: 102; BT-549: 104; UACC-62: 102; UACC-257: 108

What do the screens show for `CCC(C)C(O)CC` (configuration not stated)?
MALME-3M: 109; T-47D: 107; HS 578T: 117; LOX IMVI: 97; SK-MEL-2: 101; BT-549: 106; UACC-62: 100; UACC-257: 89

How did O=c1[nH]c2ccccc2cc1-c1nnc(Cc2ccccc2)o1 do in these assays?
MALME-3M: 56; T-47D: 42; HS 578T: 90; LOX IMVI: 35; SK-MEL-2: 78; BT-549: 49; UACC-62: 48; UACC-257: 80

What do the screens show for `N/C(=N\C(N)=N\c1nc2ccccc2s1)c1ccc(I)cc1`?
MALME-3M: 92; T-47D: 75; HS 578T: 100; LOX IMVI: 83; SK-MEL-2: 101; BT-549: 97; UACC-62: 95; UACC-257: 106

What do the screens show for `CCOC(=O)c1c(C)oc2ncnc(N3CCN(C(=O)COc4ccc(C(C)(C)C)cc4)CC3)c12`?
MALME-3M: 70; T-47D: 48; HS 578T: 79; LOX IMVI: 76; SK-MEL-2: 94; BT-549: 54; UACC-62: 43; UACC-257: 78

What do the screens show for `COc1cc2c(cc1OC(C)=O)C(=O)CCCC2`?
MALME-3M: 93; T-47D: 101; HS 578T: 84; LOX IMVI: 96; SK-MEL-2: 99; UACC-62: 105; UACC-257: 87

How did c1ccc2c(-c3nn4cc(-c5ccncc5)nc4s3)c[nH]c2c1 do in these assays?
MALME-3M: 82; T-47D: 38; HS 578T: 95; LOX IMVI: 85; BT-549: 86; UACC-62: 71

What do the screens show for `O=c1oc2ccc(Br)cc2c(=O)n1-c1ccc(Br)cc1F`?
MALME-3M: -28*; T-47D: -1.5*; HS 578T: -5.3*; LOX IMVI: 2.7*; SK-MEL-2: -18*; BT-549: -19*; UACC-62: -41*; UACC-257: -15*

Results for N#Cc1c(N)nc2c(c1N)C(c1cccc([N+](=O)[O-])c1)C1=C(CCCC1=O)N2c1sc2c(c1C#N)CCCC2 (configuration not stated) ?
MALME-3M: 120; T-47D: 93; HS 578T: 109; LOX IMVI: 97; SK-MEL-2: 99; BT-549: 104; UACC-62: 95; UACC-257: 92

Results for O=C1CCCN1CCn1cc(C(F)(F)F)c2c(Cl)ncnc21 ?
MALME-3M: 112; T-47D: 98; HS 578T: 108; LOX IMVI: 103; SK-MEL-2: 88; BT-549: 115; UACC-62: 101; UACC-257: 89

What do the screens show for `O=C(Nc1ccc(C(=O)/C=C/c2ccc(N3CCCCC3)cc2)cc1)Nc1ccc([N+](=O)[O-])cc1`?
MALME-3M: 111; T-47D: 93; HS 578T: 93; LOX IMVI: 100; SK-MEL-2: 106; BT-549: 102; UACC-62: 83; UACC-257: 93

What do the screens show for `C=CC(C)(CCC=C(C)C)OC(=O)/C=C/c1ccccc1` (configuration not stated)?
MALME-3M: 102; T-47D: 86; HS 578T: 104; LOX IMVI: 91; SK-MEL-2: 104; BT-549: 100; UACC-62: 95; UACC-257: 107

Results for CC(c1ccccc1)C(C)(C#N)c1ccccc1 (configuration not stated) ?
MALME-3M: 95; T-47D: 109; HS 578T: 111; LOX IMVI: 93; SK-MEL-2: 118; BT-549: 81; UACC-257: 95

Results for COc1cc2c(cc1OC)C(CC1(O)CCCCC1)N(S(=O)(=O)c1ccc(C)cc1)CC2 (configuration not stated) ?
MALME-3M: 19[100 µM]; T-47D: 30[100 µM]; HS 578T: 57[100 µM]; LOX IMVI: 29[100 µM]; SK-MEL-2: 6.7*[100 µM]; BT-549: -1.8*[100 µM]; UACC-62: 27[100 µM]; UACC-257: 22[100 µM]

Results for S=C(Cc1cccnc1)N1CCOCC1 ?
MALME-3M: 110; T-47D: 118; HS 578T: 98; LOX IMVI: 90; SK-MEL-2: 94; BT-549: 98; UACC-62: 84; UACC-257: 101

Results for Cc1csc(C)n1 ?
MALME-3M: 113; T-47D: 91; HS 578T: 98; LOX IMVI: 103; SK-MEL-2: 103; BT-549: 112; UACC-62: 99; UACC-257: 111

Results for CCOC(=O)C(C(=O)OCC)C(C)C ?
MALME-3M: 98; HS 578T: 79; LOX IMVI: 97; SK-MEL-2: 101; BT-549: 68; UACC-62: 98; UACC-257: 106

How did Fc1ccc(-c2nc(-c3nc4ncccc4[nH]3)cc3c2[nH]c2ccccc23)cc1F do in these assays?
MALME-3M: 78; T-47D: 52; HS 578T: 96; LOX IMVI: 48; SK-MEL-2: 83; BT-549: 84; UACC-62: 80; UACC-257: 92

Results for O=C(CNc1ccc(Cl)cc1)Nc1ccc(-c2nc3ccccc3s2)cc1 ?
MALME-3M: -31*; T-47D: 4.6*; HS 578T: 84; LOX IMVI: -41*; SK-MEL-2: 78; BT-549: 17; UACC-62: 30; UACC-257: 91

What do the screens show for `CCOC(=O)C(C#N)=C(C)C`?
MALME-3M: 117&97&119; T-47D: 116; HS 578T: 108&99&104; LOX IMVI: 110&94&97; SK-MEL-2: 109&100&100; BT-549: 104&100; UACC-62: 102&101&101; UACC-257: 102&97&112

Results for OC(CSc1ccccc1)CN1CCN(c2cccc(Cl)c2)CC1 (configuration not stated) ?
T-47D: 102&90; HS 578T: 89&118; LOX IMVI: 96&97; SK-MEL-2: 100&98; BT-549: 98&98; UACC-62: 97&92; UACC-257: 95&94

What do the screens show for `CCCCCSc1ccc2nc(NC(=O)OCCC)sc2c1`?
MALME-3M: 62; T-47D: 38; HS 578T: 24; LOX IMVI: 39; SK-MEL-2: 52; BT-549: 34; UACC-62: 31; UACC-257: 63

How did C[N+](C)(C)CC(=O)N/N=C/c1cccc(O)c1 do in these assays?
MALME-3M: 119; T-47D: 109; HS 578T: 105; LOX IMVI: 100; SK-MEL-2: 114; BT-549: 111; UACC-62: 103; UACC-257: 97

Results for CC(=O)c1cc([N+](=O)[O-])ccc1O ?
MALME-3M: 118; T-47D: 108; HS 578T: 121; LOX IMVI: 106; SK-MEL-2: 123; BT-549: 117; UACC-62: 107; UACC-257: 110

Results for COc1nc2c(c(=O)n1C)CN(Cc1ccccc1)C(=O)C(c1ccccc1)N2 (configuration not stated) ?
T-47D: 103; HS 578T: 105; LOX IMVI: 86; SK-MEL-2: 102; UACC-62: 85; UACC-257: 98

What do the screens show for `CC(=O)O[C@@H]1C[C@H](C)CC[C@H]1C(C)C`?
MALME-3M: 113; T-47D: 94; HS 578T: 108; LOX IMVI: 102; SK-MEL-2: 85; BT-549: 88; UACC-62: 98; UACC-257: 101

Results for CC(C)(C)n1cc(-c2ccnc(NCCNS(=O)(=O)c3ccc(Br)cc3)c2)c(-c2cccc(F)c2)n1 ?
MALME-3M: 107; T-47D: 73; HS 578T: 98; LOX IMVI: 96; SK-MEL-2: 105; BT-549: 104; UACC-62: 84; UACC-257: 107

Eight compounds from above, ordered by SMILES length, falling.
Results for N#Cc1c(N)nc2c(c1N)C(c1cccc([N+](=O)[O-])c1)C1=C(CCCC1=O)N2c1sc2c(c1C#N)CCCC2 (configuration not stated) ?
MALME-3M: 120; T-47D: 93; HS 578T: 109; LOX IMVI: 97; SK-MEL-2: 99; BT-549: 104; UACC-62: 95; UACC-257: 92

How did Fc1ccc(-c2nc(-c3nc4ncccc4[nH]3)cc3c2[nH]c2ccccc23)cc1F do in these assays?
MALME-3M: 78; T-47D: 52; HS 578T: 96; LOX IMVI: 48; SK-MEL-2: 83; BT-549: 84; UACC-62: 80; UACC-257: 92

Results for COc1nc2c(c(=O)n1C)CN(Cc1ccccc1)C(=O)C(c1ccccc1)N2 (configuration not stated) ?
T-47D: 103; HS 578T: 105; LOX IMVI: 86; SK-MEL-2: 102; UACC-62: 85; UACC-257: 98

What do the screens show for `O=c1oc2ccc(Br)cc2c(=O)n1-c1ccc(Br)cc1F`?
MALME-3M: -28*; T-47D: -1.5*; HS 578T: -5.3*; LOX IMVI: 2.7*; SK-MEL-2: -18*; BT-549: -19*; UACC-62: -41*; UACC-257: -15*

What do the screens show for `CC(=O)O[C@@H]1C[C@H](C)CC[C@H]1C(C)C`?
MALME-3M: 113; T-47D: 94; HS 578T: 108; LOX IMVI: 102; SK-MEL-2: 85; BT-549: 88; UACC-62: 98; UACC-257: 101

Results for S=C(Cc1cccnc1)N1CCOCC1 ?
MALME-3M: 110; T-47D: 118; HS 578T: 98; LOX IMVI: 90; SK-MEL-2: 94; BT-549: 98; UACC-62: 84; UACC-257: 101

What do the screens show for `CCOC(=O)C(C#N)=C(C)C`?
MALME-3M: 117&97&119; T-47D: 116; HS 578T: 108&99&104; LOX IMVI: 110&94&97; SK-MEL-2: 109&100&100; BT-549: 104&100; UACC-62: 102&101&101; UACC-257: 102&97&112

Results for Cc1csc(C)n1 ?
MALME-3M: 113; T-47D: 91; HS 578T: 98; LOX IMVI: 103; SK-MEL-2: 103; BT-549: 112; UACC-62: 99; UACC-257: 111

The results go on.
Results for COC(=O)c1nnn(-c2cccc(Cl)c2)c1N ?
MALME-3M: 90; HS 578T: 75; LOX IMVI: 65; SK-MEL-2: 105; BT-549: 74; UACC-62: 66; UACC-257: 94

How did Cc1cc2c(-c3nc4ccccc4n3C)c(O)c(O)cc2c(O)c1-c1c(C)cc2c(-c3nc4ccccc4n3C)c(O)c(O)cc2c1O do in these assays?
MALME-3M: 86; T-47D: 19; HS 578T: 28; LOX IMVI: 30; SK-MEL-2: 37; BT-549: 20; UACC-62: 29; UACC-257: 83

What do the screens show for `CC1CCc2ccccc2N1` (configuration not stated)?
MALME-3M: 98; T-47D: 109; HS 578T: 95; LOX IMVI: 97; SK-MEL-2: 104; BT-549: 87; UACC-62: 89; UACC-257: 112

How did CCOc1ccc(N(C)c2ccc(/C=C/C3=[N+](C)c4ccccc4C3(C)C)cc2)cc1 do in these assays?
MALME-3M: -74*; T-47D: 23; HS 578T: 42; LOX IMVI: -48*; SK-MEL-2: -46*; BT-549: 3.1*; UACC-62: 29; UACC-257: -16*
